From PubChem
BioA inh: inhibitors of Mycobacterium tuberculosis BioA enzyme; purified M. tuberculosis BioA enzyme, plate reader; inhibition, % at 9.99 µM; actives 0.096% (n = 360,000); AID 602481; in the data active = inhibition above about 40%
Starred values were filed as active, the others as inactive. A portion of the library (hit frequency here may not be typical).

SMILES | BioA inh
O=C(NCC[C@@H]1CC[C@@H](NS(=O)(=O)c2ccc(Oc3ccccc3)cc2)[C@H](CO)O1)C1CC1 | 1.0
CN(C)C(=O)C[C@@H]1C[C@@H]2c3cc(NC(=O)c4cccnc4)ccc3O[C@@H]2[C@@H](CO)O1 | 48*
COc1ccc(CN(C)C[C@@H]2OCCCC[C@@H](C)Oc3ccc(NS(=O)(=O)c4c(C)noc4C)cc3C(=O)N([C@H](C)CO)C[C@H]2C)cc1 | 5.0
C[C@H](CO)N1C[C@H](C)[C@H](CN(C)Cc2ccc(Oc3ccccc3)cc2)Oc2ccc(NS(=O)(=O)c3cn(C)cn3)cc2CC1=O | 2.1
C[C@@H]1CN([C@@H](C)CO)C(=O)CCCn2cc(nn2)CO[C@H]1CN(C)Cc1ccc(-c2ccccc2)cc1 | 1.3
COC(=O)C[C@H]1CC[C@@H]2[C@H](COc3ccc(NC(=O)c4ccc(OC)cc4)cc3C(=O)N2C)O1 | 2.6
Cc1noc(C)c1NC(=O)Nc1cccc2c1O[C@@H](CN(C)C(=O)Nc1ccc3c(c1)OCO3)[C@H](C)CN([C@@H](C)CO)C2=O | 0.0
C[C@H](CO)N1C[C@H](C)[C@H](CN(C)C)Oc2ccc(NC(=O)Nc3ccc(C(F)(F)F)cc3)cc2C1=O | 4.0
C[C@@H]1CN([C@@H](C)CO)S(=O)(=O)c2ccc(-c3ccncc3)cc2O[C@@H]1CN(C)Cc1ccccc1 | -0.6
C[C@@H]1CN([C@@H](C)CO)C(=O)c2cccc(NS(C)(=O)=O)c2O[C@H]1CN(C)Cc1ccccc1 | 1.0
O=C(C[C@@H]1CC[C@H]2[C@@H](COC[C@H](O)CN2Cc2cccc(Cl)c2)O1)Nc1nccs1 | 4.2
Cc1ccc(S(=O)(=O)Nc2ccc3c(c2)CC(=O)N([C@@H](C)CO)C[C@@H](C)[C@@H](CN(C)Cc2ccc(Oc4ccccc4)cc2)O3)cc1 | 1.3
CCC(=O)N(C)C[C@@H]1Oc2cc(-c3cccc(F)c3)ccc2S(=O)(=O)N([C@@H](C)CO)C[C@@H]1C | 2.7
C[C@H]1CN([C@@H](C)CO)C(=O)c2cc(C#CC(C)(C)O)cnc2O[C@@H]1CN(C)C(=O)c1ccccc1F | 4.0
CCC(=O)N1[C@H](CO)[C@H]2c3ccccc3N(C(=O)c3cnccn3)C[C@H]21 | -3.7
CNC[C@@H]1Oc2ccc(NS(C)(=O)=O)cc2C(=O)N([C@H](C)CO)C[C@@H]1C | -0.4
C[C@H]1CCCCO[C@H](CN(C)C(=O)c2ccccc2)[C@@H](C)CN([C@@H](C)CO)C(=O)c2cc(NS(=O)(=O)c3ccc(Cl)cc3)ccc2O1 | -0.7
C[C@H](CO)N1C[C@H](C)[C@H](CN(C)C(=O)Nc2ccc3c(c2)OCO3)Oc2ccc(NC(=O)c3ccncc3)cc2CC1=O | 1.8
C[C@@H]1CN([C@H](C)CO)C(=O)Cc2cc(NC(=O)c3ccncc3)ccc2O[C@H]1CN(C)Cc1ccccc1 | 0.6
CCC(=O)Nc1ccc2c(c1)OC[C@@H](C)N(C(=O)Cc1ccccn1)C[C@H](C)[C@@H](OC)CN(C)C2=O | 5.0
COc1ccc(S(=O)(=O)N(C)C[C@@H]2Oc3ccc(NC(=O)Cc4ccccc4)cc3CC(=O)N([C@@H](C)CO)C[C@H]2C)cc1 | -0.6
C[C@@H]1CN([C@H](C)CO)C(=O)c2cc(NC(=O)NC3CCCCC3)ccc2O[C@@H]1CN(C)C(=O)Nc1cccc2ccccc12 | -2.2
C=CC[C@]1(C(=O)N(C)C)N=C(c2ccc(OCCCO)cc2)O[C@H]1c1ccccc1 | -1.0
O=C(C[C@@H]1CC[C@@H]2[C@H](COC[C@@H](O)CN2C(=O)Nc2ccccc2)O1)NC1Cc2ccccc2C1 | -0.7
Cc1noc(C)c1NC(=O)Nc1ccc2c(c1)C(=O)N(C)[C@@H]1CC[C@@H](CC(=O)NCc3ccc(Cl)cc3)O[C@H]1CO2 | 6.0
The list goes on:
SMILES | BioA inh
C[C@@H]1CN([C@H](C)CO)C(=O)c2cc(NS(C)(=O)=O)ccc2O[C@@H]1CN(C)C(=O)Nc1ccccc1 | 1.1
CCCC(=O)Nc1ccc2c(c1)C(=O)N(C)C[C@H](OC)[C@H](C)CN(C(=O)c1ccccc1F)[C@H](C)CO2 | -1.7
C[C@H](CO)N1C[C@H](C)[C@H](CN(C)Cc2ccc(Cl)c(Cl)c2)Oc2c(NC(=O)Nc3ccc(C(F)(F)F)cc3)cccc2C1=O | 0.1
COc1ccc(C#Cc2cnc3c(c2)C(=O)N([C@@H](C)CO)C[C@@H](C)[C@H](CN(C)CC2CCCC2)O3)cc1 | 2.5
O=C(C[C@@H]1C[C@@H]2c3cc(NS(=O)(=O)c4ccccc4)ccc3O[C@@H]2[C@H](CO)O1)N1CCCCC1 | 0.2
Cc1ccc(S(=O)(=O)N2C[C@@H](O)COC[C@H]3O[C@H](CC(=O)NCCN4CCCCC4)CC[C@@H]32)cc1 | -0.3
C[C@H](CO)N1C[C@H](C)[C@@H](CN(C)CC2CCCCC2)Oc2ccc(NC(=O)c3ccncc3)cc2C1=O | -2.3
O=C(C[C@@H]1C[C@@H]2c3cc(NC(=O)NC4CCCC4)ccc3O[C@@H]2[C@@H](CO)O1)NCc1ccccc1 | 0.4
COc1ccc(C#Cc2ccc([C@@H]3[C@@H](CO)N4CCCCN(C(=O)Nc5ccccc5)C[C@H]34)cc2)cc1 | -1.1
C[C@@H]1CN([C@H](C)CO)C(=O)c2cc(NC(=O)Nc3cccc4ccccc34)ccc2O[C@H]1CN(C)C | -1.5
COc1ccc(CN(C)C[C@@H]2Oc3ccc(NC(=O)Nc4ccc5c(c4)OCO5)cc3CC(=O)N([C@@H](C)CO)C[C@@H]2C)cc1 | -0.9
Cc1noc(C)c1NC(=O)N(C)C[C@H]1Oc2ccc(NC(=O)C3CCCCC3)cc2C(=O)N([C@@H](C)CO)C[C@H]1C | 0.7
CCCN1C[C@H](C)[C@@H](OC)CN(C)C(=O)c2ccc(NC(=O)c3ccc(F)cc3)cc2OC[C@H]1C | 3.9
COCC#Cc1ccc([C@@H]2[C@H]3CN(Cc4cncnc4)CCCCN3[C@H]2CO)cc1 | 0.6
C[C@H]1CN([C@@H](C)CO)C(=O)c2cccc(NC(=O)Nc3ccc4c(c3)OCO4)c2O[C@@H]1CN(C)S(=O)(=O)c1ccc(Cl)cc1 | 0.3
CCN(C[C@H]1[C@H](c2ccccc2)[C@H](CO)N1CC1CC1)C(=O)c1ccccn1 | -1.9
CNC[C@H]1Oc2c(cccc2N(C)C)C(=O)N([C@H](C)CO)C[C@H]1C | -1.9
C[C@H]1CCCCO[C@H](CN(C)Cc2ccccc2)[C@@H](C)CN([C@@H](C)CO)C(=O)c2cc(N(C)C)ccc2O1 | -1.1
CO[C@@H]1CN(C)C(=O)c2ccc(NC(=O)Nc3ccc(Cl)cc3)cc2OC[C@H](C)N(C(=O)Nc2c(C)noc2C)C[C@@H]1C | -2.4
COc1cccc(NC(=O)N(C)C[C@@H]2Oc3cc(C#Cc4ccccc4)ccc3S(=O)(=O)N([C@@H](C)CO)C[C@H]2C)c1 | -2.1
C[C@H](O)C#Cc1ccc2c(c1)O[C@H](CN(C)C(=O)c1ccccc1)[C@@H](C)CN([C@@H](C)CO)S2(=O)=O | -0.1
C[C@H](CO)N1C[C@H](C)[C@@H](CN(C)Cc2ccccc2)Oc2ccc(NS(=O)(=O)c3ccc(Cl)cc3)cc2C1=O | 0.9
O=C(c1cccnc1)N1CCCCN2[C@@H](CO)[C@@H](c3ccc(C#Cc4cccnc4)cc3)[C@@H]2C1 | 1.2
COc1ccc(NC(=O)N(C)C[C@@H]2Oc3ccc(NS(=O)(=O)c4c(C)noc4C)cc3C(=O)N([C@H](C)CO)C[C@H]2C)cc1 | -2.1
C[C@@H]1CN([C@H](C)CO)C(=O)c2cccc(NS(C)(=O)=O)c2O[C@H]1CN(C)Cc1ccncc1 | -0.4

The last six compounds of the section above come first, to join the parts.
SMILES | BioA inh
COc1cccc(NC(=O)N(C)C[C@@H]2Oc3cc(C#Cc4ccccc4)ccc3S(=O)(=O)N([C@@H](C)CO)C[C@H]2C)c1 | -2.1
C[C@H](O)C#Cc1ccc2c(c1)O[C@H](CN(C)C(=O)c1ccccc1)[C@@H](C)CN([C@@H](C)CO)S2(=O)=O | -0.1
C[C@H](CO)N1C[C@H](C)[C@@H](CN(C)Cc2ccccc2)Oc2ccc(NS(=O)(=O)c3ccc(Cl)cc3)cc2C1=O | 0.9
O=C(c1cccnc1)N1CCCCN2[C@@H](CO)[C@@H](c3ccc(C#Cc4cccnc4)cc3)[C@@H]2C1 | 1.2
COc1ccc(NC(=O)N(C)C[C@@H]2Oc3ccc(NS(=O)(=O)c4c(C)noc4C)cc3C(=O)N([C@H](C)CO)C[C@H]2C)cc1 | -2.1
C[C@@H]1CN([C@H](C)CO)C(=O)c2cccc(NS(C)(=O)=O)c2O[C@H]1CN(C)Cc1ccncc1 | -0.4
CC=Cc1ccc2n(c1=O)C[C@@H]1[C@@H](CO)[C@H](C(=O)Nc3ccccc3)[C@H]2N1C(=O)CC (mixture of isomers) | -1.2
CO[C@H]1CN(C)C(=O)c2cc(NC(=O)c3ccccc3F)ccc2OC[C@H](C)N(CC2CC2)C[C@H]1C | -0.6
Cc1noc(C)c1NC(=O)N(C)C[C@@H]1OCCCC[C@@H](C)Oc2ccc(NS(=O)(=O)c3cn(C)cn3)cc2C(=O)N([C@H](C)CO)C[C@H]1C | -0.4
C[C@@H]1CCCCO[C@H](CN(C)Cc2ccncc2)[C@@H](C)CN([C@H](C)CO)C(=O)c2cc(NC(=O)C3CCCCC3)ccc2O1 | -3.0
CCS(=O)(=O)N1CCCCN2[C@H](CO)[C@H](c3ccc(C4=CCCC4)cc3)[C@H]2C1 | -0.6
Cc1ccc(S(=O)(=O)NCC[C@@H]2CC[C@@H](NC(=O)Nc3cccc(F)c3)[C@@H](CO)O2)cc1 | 3.5
CCN(C[C@H]1[C@H](c2ccccc2)[C@@H](CO)N1CC1CC1)C(=O)c1ccccn1 | -2.2
C[C@]12CCC3C4(C=CC5(C=C4C(=O)C4CCCCC4)C[C@@H](O)CC[C@]35C)C1CC[C@@]2(O)CN1CCC(n2c(=O)[nH]c3ccccc32)CC1 (some centres not stated) | 0.3
O=C(Nc1ccc2c(c1)[C@H]1C[C@H](CC(=O)N3CCc4ccccc4C3)O[C@@H](CO)[C@H]1O2)c1ccc2c(c1)OCO2 | 1.7
C[C@@H]1CCCCO[C@@H](CN(C)S(=O)(=O)c2cccs2)[C@@H](C)CN([C@@H](C)CO)C(=O)c2cc(NC(=O)Cc3ccccc3)ccc2O1 | 0.6

Given with each value named: entries from further up
C[C@@H]1CCCCO[C@H](CN(C)Cc2ccncc2)[C@@H](C)CN([C@H](C)CO)C(=O)c2cc(NC(=O)C3CCCCC3)ccc2O1
  BioA inh = -3.0

CCS(=O)(=O)N1CCCCN2[C@H](CO)[C@H](c3ccc(C4=CCCC4)cc3)[C@H]2C1
  BioA inh = -0.6
